# G6PDH counter: L. mesenteroides G6PDH inhibition counter-screen; Purified L. mesenteroides G6PDH, diaphorase/resazurin coupled fluorescence, 45 min; inhibition, % at 5 µM; hit rate 0.12% among 200,000; in the data active = inhibition above about 50%
# APP transl inh: APP translation inhibition; SH-SY5Y APP 5'UTR-luciferase reporter, luminescence; inhibition, % at 2 µM; hit rate 0.82% among 190,000; AID 1285;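 active = inhibition above a set limit, derived from the sample mean plus 3 SD, cut at about 45% in these data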; note: values of inactives mirror those of a sister screen read the other way
# Efa HMGR inh: E. faecalis class II HMG-CoA reductase inhibition | purified E. faecalis HMGR, NADPH absorbance 340 nm kinetic | inhibition, % at 10 µM | hit rate 0.41% among 190,000;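 active = inhibition above a set limit, the median over all tested compounds plus 3 SD, cut at about 9.5% in these data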;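 note: enzyme runs in reverse so mevalonate oxidation gives rising NADPH absorbance; 0% = complete reaction with DMSO and 100% = background rate lacking mevalonate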
# NF-kB expr up: raises NF-kB expression in human neuronal cells; NF-kB reporter expression; hits give high values; fold change at 12.5 µM; hit rate 1.6% among 190,000; AID 1239; in the data active = fold change above about 3.3
# APP 5'UTR act: activates APP 5'UTR luciferase reporter; hit rate 1% among 190,000; activation, % at 2 µM; AID 1276; SH-SY5Y APP 5'UTR luciferase reporter, luminescence; zero percent = DMSO vehicle wells;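 active = activation above a set limit, based on mean plus 3 SD of controls, cut at about 140% in these data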; note: values of inactives mirror those of a sister screen read the other way
# FLuc stim CS: affects firefly luciferase, flagging false hits in luciferase stimulation screens | P08659 | ATPlite luciferase biochemical, luminescence, 10 min; 0 = ATP-free wells, 1 = DMSO control | activation factor at 10 µM | 200,000 tested, under 10 active | AID 1027;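 active = luciferase activation factor, scaled between plate controls, of at least 2 with compound at 10 µM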
# Target sequence (P08659 whole entry, looked up): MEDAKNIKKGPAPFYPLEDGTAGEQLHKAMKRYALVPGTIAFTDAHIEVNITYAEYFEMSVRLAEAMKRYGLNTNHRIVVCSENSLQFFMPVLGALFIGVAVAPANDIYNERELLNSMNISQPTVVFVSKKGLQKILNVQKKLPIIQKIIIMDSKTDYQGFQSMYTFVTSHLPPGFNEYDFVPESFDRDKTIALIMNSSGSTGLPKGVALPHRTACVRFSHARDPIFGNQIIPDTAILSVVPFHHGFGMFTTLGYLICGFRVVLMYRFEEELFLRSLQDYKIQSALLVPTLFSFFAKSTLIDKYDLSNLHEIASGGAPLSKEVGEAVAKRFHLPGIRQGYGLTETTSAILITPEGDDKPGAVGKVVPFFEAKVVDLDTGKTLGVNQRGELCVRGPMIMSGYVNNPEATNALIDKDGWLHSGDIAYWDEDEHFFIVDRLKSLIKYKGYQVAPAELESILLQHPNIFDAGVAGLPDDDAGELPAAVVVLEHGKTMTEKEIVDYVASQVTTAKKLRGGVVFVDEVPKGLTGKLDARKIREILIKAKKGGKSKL
#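 Material: luciferase plus luciferin reagent, cell-free. Medium: PBS buffer for ATP. Also added: ATP substrate, dispensed from a 10.24 µM working solution in PBS. Doses: test compounds dosed from 2 mM stocks in 100% DMSO. Incubation: 10 min post-reagent at room temperature. Technique: light output (luminescence). Read-out basis: luminescence gain marking luciferase activators.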
# STAT1 act: increases IFN-gamma driven STAT1 reporter signal; NIH 3T3 STAT1-luciferase reporter, luminescence; 100% = IFN-gamma alone, no compound; activation (% of control), % at 5.5 µM; hit rate 2.6% among 200,000;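 active = activation above the screen-wide mean activation plus 3 SD, cut at about 130% in these data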;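 note: raw ratio to IFN-gamma control signal so 100% means no change and 0% no light; values of inactives mirror those of a sister screen read the other way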
# Hsp70 activator: Hsp70 transcriptional activation, primary screen; hit rate 0.04% among 200,000; HeLa Hsp70 promoter luciferase reporter, luminescence; scaled: vehicle 0, proteasome-inhibitor control 100%; AID 1203; activation, % at 10 µM;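 active = activation above the mean across all tested compounds plus 3 SD, cutoff set per campaign, cut at about 5.5% in these data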;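 note: 100% = MG132 at 30 µM as the positive control and 0% = DMSO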
# DTT redox prof: compounds producing H2O2 with reducing agent – biochemical, NIH compound library profiling, artefact control for MLSCN library redox annotation, primary screen; DTT-dependent redox cycling H2O2, phenol red/HRP absorbance; 100% = 100 µM peroxide control, 0% = buffer; activation, % at 10 µM; hit rate 0.03% among 200,000;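 active = activation of at least 50% relative to the plate's high and low controls in the primary single-dose screen; inactive = activation below 50%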;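 note: compound incubated with DTT at 0.8 mM final as the reducing agent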
# FLuc inhib CS: counter-screen for luciferase assay inhibitors: firefly luciferase inhibition; P08659; ATPLite firefly luciferase biochemical luminescence, 10 min; inhibition, % at 10 µM; hit rate 1.5% among 200,000; AID 1006;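 active = inhibition above about 50% when tested at 10 µM, limit read from the data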
# Numbers without * were called inactive; x = no result given.
# Preview (two entries):
SMILES,G6PDH counter,APP transl inh,Efa HMGR inh,NF-kB expr up,APP 5'UTR act,FLuc stim CS,STAT1 act,Hsp70 activator,DTT redox prof,FLuc inhib CS
C/C(=N/Nc1ccc(C)cc1)C1(C)N(O)C(C)(C)C(c2ccco2)=[N+]1[O-] (centres undefined),8,4,7,1.1,-4,1.1,92,0.1,-0.5,-6
COc1cccc(NC(=O)COC(=O)c2ccccc2F)c1,-2,9,-6,1.2,-9,0.9,109,-0.3,0.6,9

# This part in full, from the first entry:
SMILES,G6PDH counter,APP transl inh,Efa HMGR inh,NF-kB expr up,APP 5'UTR act,FLuc stim CS,STAT1 act,Hsp70 activator,DTT redox prof,FLuc inhib CS
C/C(=N/Nc1ccc(C)cc1)C1(C)N(O)C(C)(C)C(c2ccco2)=[N+]1[O-] (centres undefined),8,4,7,1.1,-4,1.1,92,0.1,-0.5,-6
COc1cccc(NC(=O)COC(=O)c2ccccc2F)c1,-2,9,-6,1.2,-9,0.9,109,-0.3,0.6,9
CCCN1CCN(c2ccc(S(N)(=O)=O)cc2[N+](=O)[O-])CC1,-4,-3,-5,1.1,3,1,115,-0.3,0.1,-3
COc1ccc(OC)c2c(C)cc(NCCN3CCOCC3)nc12,18,3,0,1.1,-3,1,100,0.0,-0.3,-4
CSc1nncc(/C(C)=N\Nc2cccc(C)c2)n1,6,2,2,1.4,-2,1,102,-0.2,-7.2,5
CC1CCc2c(sc3ncnc(SCC(=O)c4ccccc4)c23)C1 (centres undefined),10,-21,-3,1.3,21,1,97,-0.1,3.3,-4
CCc1ccc(NC(=O)C(C)n2nc(C)c([N+](=O)[O-])c2C)cc1 (centres undefined),-2,18,-6,0.97,-18,1,91,-0.3,-0.6,-4
COC(=O)c1cccc(NCN2C(=O)c3ccccc3C2=O)c1,4,-23,1,1.1,23,1,87,0.0,-0.7,-4
CC(NC(=S)Nc1cccc(C(F)(F)F)c1)C(C)(C)C (centres undefined),-2,-4,4,1.1,4,1.1,85,-0.1,-0.5,-8
CC(NC(=O)/C=C/c1ccc(Br)cc1)c1ccccc1 (centres undefined),-8,21,3,1.1,-21,1,99,-0.3,0.1,-4
CCN1CCN(C(=O)c2ccc(OC)c(S(=O)(=O)Nc3ccc(C)cc3)c2)CC1,-3,-12,1,1.2,12,1,104,-0.3,-0.2,-2
COc1ccc(-c2[nH]ncc2CN(Cc2nccn2C)C(C)C)c(F)c1,11,6,5,0.82,-6,1.1,103,-0.1,-0.9,-7
COc1cc(CCC(=O)OCn2nnc3ccccc3c2=O)cc(OC)c1OC,12,-6,1,1.1,6,1,94,-0.3,1.6,1
CC(=O)c1ccc(NC(=O)C2CCN(S(=O)(=O)c3cccc4cccnc34)CC2)cc1,-24,-2,3,0.96,2,1,108,-0.2,-0.2,-2
CCOC(=O)/C(=C\c1ccc([N+](=O)[O-])cc1)C(=O)c1cc(C(C)=O)c(Nc2ccccc2)s1,1,-4,-1,0.39,5,1.1,99,-0.2,1.3,-10
CCc1cccc(CC)c1NC(=O)COc1ccccc1C(=O)c1cc(C#N)c(=O)n(C2CCCCC2)c1,7,-12,-4,1.1,12,1.1,103,-0.1,-0.3,-9
C#CC[N+](C)(C)CCCCCCCC,5,-16,-5,0.71,16,1,94,-0.3,-0.1,-3
Cc1ccc(S(=O)(=O)NCc2ccc3c(c2)cc(C)n3C)cc1,-28,-1,-1,0.95,1,1,104,-0.1,0.1,-4
O=C(CCCNS(=O)(=O)c1cccs1)N1CCN(c2cccc(Cl)c2)CC1,7,-4,1,1.1,4,1,98,-0.2,-2.2,-4
CCn1nnnc1SCC(=O)Nc1nnc(C(C)C)s1,3,-13,-4,1,13,1.1,100,-0.4,-0.6,-8

# Profiles, looked up by structure:
# CCOC(=O)/C(=C\c1ccc([N+](=O)[O-])cc1)C(=O)c1cc(C(C)=O)c(Nc2ccccc2)s1 across the screens: G6PDH counter = 1; APP transl inh = -4; Efa HMGR inh = -1; NF-kB expr up = 0.39; APP 5'UTR act = 5; FLuc stim CS = 1.1; STAT1 act = 99; Hsp70 activator = -0.2; DTT redox prof = 1.3; FLuc inhib CS = -10
# CCc1cccc(CC)c1NC(=O)COc1ccccc1C(=O)c1cc(C#N)c(=O)n(C2CCCCC2)c1 across the screens: G6PDH counter = 7; APP transl inh = -12; Efa HMGR inh = -4; NF-kB expr up = 1.1; APP 5'UTR act = 12; FLuc stim CS = 1.1; STAT1 act = 103; Hsp70 activator = -0.1; DTT redox prof = -0.3; FLuc inhib CS = -9

# Given with tabs: 7 of the compounds above
mol	G6PDH counter	APP transl inh	Efa HMGR inh	NF-kB expr up	APP 5'UTR act	FLuc stim CS	STAT1 act	Hsp70 activator	DTT redox prof	FLuc inhib CS
CCCN1CCN(c2ccc(S(N)(=O)=O)cc2[N+](=O)[O-])CC1	-4	-3	-5	1.1	3	1	115	-0.3	0.1	-3
COc1ccc(OC)c2c(C)cc(NCCN3CCOCC3)nc12	18	3	0	1.1	-3	1	100	0.0	-0.3	-4
CSc1nncc(/C(C)=N\Nc2cccc(C)c2)n1	6	2	2	1.4	-2	1	102	-0.2	-7.2	5
CC1CCc2c(sc3ncnc(SCC(=O)c4ccccc4)c23)C1 (centres undefined)	10	-21	-3	1.3	21	1	97	-0.1	3.3	-4
CCc1ccc(NC(=O)C(C)n2nc(C)c([N+](=O)[O-])c2C)cc1 (centres undefined)	-2	18	-6	0.97	-18	1	91	-0.3	-0.6	-4
COC(=O)c1cccc(NCN2C(=O)c3ccccc3C2=O)c1	4	-23	1	1.1	23	1	87	0.0	-0.7	-4
CC(NC(=S)Nc1cccc(C(F)(F)F)c1)C(C)(C)C (centres undefined)	-2	-4	4	1.1	4	1.1	85	-0.1	-0.5	-8

# Carrying on:
SMILES,G6PDH counter,APP transl inh,Efa HMGR inh,NF-kB expr up,APP 5'UTR act,FLuc stim CS,STAT1 act,Hsp70 activator,DTT redox prof,FLuc inhib CS
Fc1ccc(-c2ccnc3nc(-n4cccc4)nn23)cc1,18,-8,-1,0.96,8,1,96,-0.1,0.7,0
Cc1ccc(CNC(=O)CCC2CCCN(C(=O)CCC(F)(F)F)C2)o1 (centres undefined),4,13,-4,1,-13,1,96,-0.1,-0.8,-1
C=CCn1c2[n+](c3ccccc3c1=O)CCCCC2,6,-18,-1,1.1,18,1,103,0.2,-0.2,-4
Cc1c(C(=O)N2CCc3ccccc3C2)sc2nc(-c3ccccc3)cn12,-10,-7,3,1.3,7,1,101,-0.2,1.8,2
COc1cc(NC(=O)c2cccc(F)c2)cc(OC)c1OC,9,-3,0,0.88,3,1,97,-0.2,-0.3,0
O=C(Nc1ccccc1)N1CCCC(c2nc(-c3ccc(F)cc3)no2)C1 (centres undefined),2,13,0,1.1,-13,1,96,-0.2,3.2,-4
Cc1cccc(Cn2c(SCC(=O)Nc3ccccc3)nc3c2c(=O)[nH]c(=O)n3C)c1,-26,-29,-7,0.52,29,1.1,104,0.0,-0.2,-7
S=C(Nc1ccccc1)N1CCN(C/C=C/c2ccccc2)CC1,-6,-3,-4,1.1,3,1,110,-0.3,-0.1,-4
COc1ccc(NC(=O)/C(C#N)=C/c2ccc3c(c2)n(C)c(=O)n3C)cc1,6,-12,-6,1,12,1,89,-0.3,0.3,-4
COc1ccccc1CNC(=O)CSc1ccc(-c2cccs2)nn1,10,-11,-2,1.3,11,0.9,91,0.1,0.6,7
CCc1cc2c(nc1CC)CCN(CC/C(C)=N/OC[C@H]1O[C@H](c3ccccc3)C=C[C@@H]1Oc1ccc(OC)cc1)C2,16,8,-2,0.85,-8,1,105,0.0,4.2,-3
O=C(CCCn1c(=S)[nH]c2cc3c(cc2c1=O)OCO3)N1CCN(c2ncccn2)CC1,10,-7,-8,0.88,7,1.1,89,-0.5,3.0,-11
C#CCOC(=O)C1C2C=CC(C2)C1C(=O)O (centres undefined),5,11,0,0.96,-11,1.2,107,-0.5,-2.9,-18
O=Cc1ccc(Oc2ccc(F)cc2)nc1,15,-2,-2,1.2,2,1,105,0.0,-2.0,-1
Cc1cccc(C)c1NC(=O)Cn1nnc(-c2ccc(N3CCOCC3)cc2)n1,-5,2,-2,1.2,-2,1,98,-0.4,1.2,-3
COCc1cc(C)nc(SCC(=O)Oc2ccccc2)c1C#N,0,1,7,1.4,-1,1.1,104,-0.2,-1.2,-6
COc1ccc(CC(=O)OCC(=O)Nc2ncc(Cl)cc2Cl)cc1OC,-1,6,-5,1,-6,1.1,99,-0.3,0.1,-6
CC(=O)Nc1ccc(NC(=O)c2ccccc2CC[N+](=O)[O-])cc1,-3,-5,1,0.98,5,1.1,102,-0.2,-3.5,-7
COc1ccc(C(=O)NC(=S)N(C)Cc2ccccc2)cc1Br,10,-20,-5,1.1,20,1.1,101,-0.2,-1.2,-6
CCOc1ccc(/C=N/NC2=NCCCCC2)cc1,2,-1,3,1.2,1,1.1,109,0.2,-0.9,-8
Cc1ccc(C(=O)CN(C(=O)c2ccc(Cl)c(Cl)c2)N2C(=O)C3CCCCC3C2=O)cc1C (centres undefined),3,-10,-3,1.1,10,1.1,97,-0.5,0.1,-10
CC(=O)Nc1sc(N/N=C\c2ccco2)nc1-c1cccs1,-20,-11,-4,0.61,11,0.9,107,-0.4,0.4,5
O=C(Nc1ccc(Cl)cn1)c1cccnc1,-11,-24,-1,1.4,24,1.1,105,-0.2,0.3,-7
CCCc1ccccc1OCCNC(C)=O,14,-5,1,1.1,5,1,97,-0.2,0.0,-1
O=C(NCc1ccccc1)c1ccc(CS(=O)(=O)c2ccccc2)o1,-1,-4,-5,1,4,1,105,-0.1,0.6,-3
O=C(NC(Cc1ccccc1)C(=O)Oc1ccc2c(C(F)(F)F)cc(=O)oc2c1)OCc1ccccc1 (centres undefined),0,7,-1,1,-7,1,104,-0.2,2.0,-5
C1=CCC(CN2CCNCC2)CC1 (centres undefined),12,-7,-1,1.3,7,1,96,0.1,-0.1,-4
Cc1ccc(/C=C2\SC(=S)N(C3CCS(=O)(=O)C3)C2=O)cc1 (centres undefined),10,7,-4,1.2,-7,1.1,98,-0.3,-1.1,-6
CCOc1ccccc1NC(=O)N1CCC(C(=O)c2ccc(F)cc2)CC1,6,8,3,1.2,-8,1.1,96,-0.1,-11,-5
CNS(=O)(=O)c1ccc2nc(NC(=O)c3ccc(N4C(=O)CCC4=O)cc3)sc2c1,-4,21,10*,0.86,-21,0.9,109,0.0,-0.9,8
COc1ccc(CNC(=O)COC(=O)CC2CCCC2)cc1,18,-1,0,0.98,1,1,90,-0.1,-0.1,-2
Cc1ccc(-n2nnc(-c3cc4ccccc4n3C)n2)cc1,10,-122,-1,1.2,122,0.8,108,0.1,3.6,22
COc1ccccc1C(=O)CSc1nnc(-c2ccco2)o1,0,-12,1,1.3,12,1,110,0.4,-1.4,1
O=C(COC(=O)c1ccc2c(c1)OCCO2)Nc1cc(S(=O)(=O)N2CCOCC2)ccc1Cl,3,7,0,1.2,-7,1,98,-0.2,-2.2,-4
O=C(Nc1ccccc1)c1ccccc1CC[N+](=O)[O-],5,-16,x,1,17,1.1,112,0.2,2.4,-6
CCC1=NN(C(=O)C(=O)NCCc2ccccc2)C(O)(C(F)(F)F)C1 (centres undefined),-2,-18,2,1.1,18,1,98,-0.3,-4.7,-4
CC(=O)Nc1ccc(Nc2ccc3nonc3c2[N+](=O)[O-])cc1,0,-13,-2,0.96,13,0.9,95,-0.3,-0.4,8
COc1ccccc1NC(=S)NNC(=O)c1ccc(O)cc1,-2,-87,-2,2,87,0.9,110,0.3,0.3,6
CCOC(=O)N1CCC2(CC1)C(C#N)=C(N)OC1=C2C(=O)CCC1,11,-3,-1,0.98,3,1.1,95,-0.3,-1.2,-6
